Screens (PubChem BioAssay)
D3 ag: qHTS of D3 Dopamine Receptor Agonist: qHTS | D(3) dopamine receptor (Homo sapiens), P35462 | D3R DiscoveRx beta-arrestin cells, luminescence, 90 min | max activation, % | 0.58% of 410,000 active | AID 652048, 2013; in the data active = max activation above about 30%; also: 0% is about no effect; mostly tested at two doses, the higher about 12 µM
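Agonist-mode cell screen: cells plated at 1500/well and incubated overnight at 37 °C, then exposed to library compounds for 90 min at 37 °C. Detection reagent was added for 30–60 min at room temperature, and luminescence was read.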
HEK293 tox: qHTS of GLP-1 Receptor Inverse Agonists: Cytotox Screen; 0.13% of 410,000 active; Potency, µM (highest dose often 38.3 µM), without a hit: top-dose activity change, negative = inhibition, hits mostly inhibitors; HEK293 cAMP-luciferase reporter cells, luminescence, 24 h;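 also: loss of luciferase light is scored as toxicity; potency is read from the fitted curve at half-maximal effect; % is scaled to controls: 0 for no effect and ±100 for the full control effect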
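MLSMR compounds, 24 hr on cells at 37 deg C/5% CO2; luminescence after luciferase reagent (12 min RT). Inhibition counted as the undesired cytotoxic outcome.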
GLP-1R inv ag: qHTS of GLP-1 Receptor Inverse Agonists (Inhibition Mode) | AID 624417, 2012 | Potency, µM (series often up to 38.3 µM), inactives show top-dose activity change, negative = inhibition, actives largely listed as inhibitors | 1.6% of 410,000 active | HEK293 GLP-1R CRE-luciferase, luminescence, 24 h; GLP-1R form is constitutively active; also: potency is read from the fitted curve at half-maximal effect; % is scaled to controls: 0 for no effect and ±100 for the full control effect; nearly all actives have a fitted effect of over 55% in size
Target sequence (P43220 whole entry, looked up): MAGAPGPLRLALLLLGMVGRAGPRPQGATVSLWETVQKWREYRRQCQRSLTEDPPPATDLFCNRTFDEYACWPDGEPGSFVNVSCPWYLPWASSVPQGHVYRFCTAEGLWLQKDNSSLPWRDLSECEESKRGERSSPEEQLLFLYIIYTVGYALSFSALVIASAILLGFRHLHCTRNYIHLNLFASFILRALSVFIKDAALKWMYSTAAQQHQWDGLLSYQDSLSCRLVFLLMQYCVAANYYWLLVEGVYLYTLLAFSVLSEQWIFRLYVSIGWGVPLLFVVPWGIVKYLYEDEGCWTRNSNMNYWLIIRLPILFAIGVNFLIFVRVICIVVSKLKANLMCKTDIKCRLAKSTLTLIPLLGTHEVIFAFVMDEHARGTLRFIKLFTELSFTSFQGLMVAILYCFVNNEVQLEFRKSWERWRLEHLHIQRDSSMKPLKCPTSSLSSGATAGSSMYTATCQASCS
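Inverse agonism was detected as reduced cAMP-driven luciferase luminescence after 24 h compound treatment. The cells were HEK293 clones expressing constitutively active human GLP-1R with the reporter. Reporter-only and GPR119 cell lines served as counterscreen controls.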
TDP-43 yeast inh: qHTS of TDP-43 Inhibitors. TDP-43 expressing yeast growth rescue, BacTiter-Glo, 24 h. Potency, µM (doses to about 46.1 µM), for inactives: at the highest dose growth rescue (activation), hits mostly activators. 1.8% of 410,000 active; also: potency is read from the fitted curve at half-maximal effect; % of control where 0% means no effect; nearly all actives have a fitted effect of over 50% in size
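Galactose-induced TDP-43 yeast, OD600=0.02, compound pinned; 24 hr, 30 deg C; BacTiter-Glo luminescence for growth. Inhibitors of TDP-43 toxicity read as activators.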
D3 antag: qHTS of D3 Dopamine Receptor Antagonist: qHTS; D(3) dopamine receptor (Homo sapiens), P35462; D3R cells, DiscoveRx beta-arrestin luminescence, antagonist mode; active compounds read low; max response, negative = inhibition, %; 2.5% of 360,000 active; AID 652054, 2013; in the data active = max response below about -50%; inconclusive = no clear call, values can overlap the other calls; also: % is scaled to controls: 0 for no effect and ±100 for the full control effect; mostly tested at two doses, the higher about 12 µM
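Cells plated overnight at 1500 cells/well, then exposed to library compounds with dopamine controls for 90 minutes at 37 degrees C. DiscoveRx reagent added for 30–60 minutes at room temperature; luminescence read, quantitative HTS format.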
KB-V1 MDR tox: qHTS assay for MDR1-selective chemotherapeutics: Primary screen using the drug-selected MDR subline cells KB-V1. KB-V1 MDR cells viability, CellTiter-Glo, 72 h. 3.4% of 400,000 active. Potency, µM (doses to about 46.1 µM), without a hit: at the top dose activity change, negative = cytotoxicity, usual class: cytotoxic; also: potency is read from the fitted curve at half-maximal effect; % is scaled to controls: 0 for no effect and ±100 for the full control effect; nearly all actives have a fitted effect of over 60% in size
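In this primary screen, KB-V1 cells overexpressing P-gp are incubated with library compounds (lowest to highest concentration) for 72 h at 37 degrees C before a luminescent ATP viability read.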
aSyn yeast inh: qHTS of alpha-syn Inhibitors; Yeast expressing alpha-synuclein, growth rescue, BacTiter-Glo, 24 h; Potency, µM (titrated, usually from 46.1 µM), for inactives: top-dose growth rescue (activation), most hits filed as activators; 0.14% of 370,000 active; AID 652106, 2013; also: potency is read from the fitted curve at half-maximal effect; % of control where 0% means no effect; nearly all actives have a fitted effect of over 65% in size
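Galactose-induced alpha-syn yeast (OD600=0.02, raffinose-pregrown) + pinned cpd, 24 hr, 30 deg C; growth by BacTiter-Glo luminescence. Growth restoration scores as activation.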
GLP1R ag: qHTS of GLP-1 Receptor Agonists; HEK293 GLP-1R CRE-luciferase, luminescence, 4-6 h; cells express a hypersensitive GLP-1R form; Potency, µM (titrated, usually from 45.6 µM), for the others: at the highest dose activation, hits mostly activators; Glucagon-like peptide 1 receptor (Homo sapiens), P43220; 0.007% of 380,000 active; AID 624172, 2012; also: potency is read from the fitted curve at half-maximal effect; % of control where 0% means no effect
PTHR1 agonist: qHTS for PTHR1 Agonists: Primary Screen; Parathyroid hormone/parathyroid hormone-related peptide receptor (Homo sapiens), Q03431; HEK293 GP2 PTHR1 cells, GloSensor cAMP luminescence, 1 h; Potency, µM (doses to about 115 µM), without a hit: top-dose activation, hits mostly activators; 0.075% of 410,000 active; also: potency is read from the fitted curve at half-maximal effect; nearly all actives have a fitted effect of over 55% in size; some results filed as inactive show a strong effect at the top dose; inactives centre near -15; many of its hits are not listed in these tables
Target sequence (Q03431 whole entry, looked up): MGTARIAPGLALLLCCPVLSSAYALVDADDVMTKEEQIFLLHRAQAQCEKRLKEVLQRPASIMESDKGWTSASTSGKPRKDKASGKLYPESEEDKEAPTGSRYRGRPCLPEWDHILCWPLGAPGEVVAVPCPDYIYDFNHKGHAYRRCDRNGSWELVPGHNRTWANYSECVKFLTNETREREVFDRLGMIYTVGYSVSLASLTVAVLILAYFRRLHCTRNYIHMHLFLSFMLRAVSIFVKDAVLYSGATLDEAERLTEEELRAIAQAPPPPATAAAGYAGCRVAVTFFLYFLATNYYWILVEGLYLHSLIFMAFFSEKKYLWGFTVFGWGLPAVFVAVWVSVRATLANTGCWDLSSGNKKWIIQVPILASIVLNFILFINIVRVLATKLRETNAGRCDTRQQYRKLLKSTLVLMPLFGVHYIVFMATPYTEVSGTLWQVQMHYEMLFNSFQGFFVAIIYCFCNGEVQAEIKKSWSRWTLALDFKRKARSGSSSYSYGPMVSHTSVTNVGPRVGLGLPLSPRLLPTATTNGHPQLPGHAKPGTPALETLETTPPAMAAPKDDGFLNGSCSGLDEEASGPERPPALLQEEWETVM
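HEK-293-derived GP2 cells expressing PTHR1 and a GloSensor cAMP reporter, 3,000/well, plated overnight, given luciferin plus IBMX (each 0.5 mM as added) for 1 h at 37 °C, then compound for 1 h at 37 °C. Luminescence was read after 15 min at room temperature.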
The depositor's hits bear a star; i = inactive; ? = inconclusive; · = no result given; & = joins results of further samples; [ ] = another dose, or the depositor's remark. Unless noted, calls follow the shape of the dose curve; as a rule, active = well fitted curve in the direction sought with a large enough effect; inconclusive = small, poorly fitted or top-dose-only effect, or another doubt; inactive = no such curve, though single readings can be large; an effect the other way counts as inactive or inconclusive.

SMILES | D3 ag | HEK293 tox | GLP-1R inv ag | TDP-43 yeast inh | D3 antag | KB-V1 MDR tox | aSyn yeast inh | GLP1R ag | PTHR1 agonist
Cc1oc2c(CN3CCOCC3)c(O)ccc2c(=O)c1-c1ccc(Cl)cc1 | -1 | -20% | ? | -16% | 7 | 9% | 8% | 8% | -11%
CCOC(=O)c1sc(NC(=O)c2cc(-c3ccc(F)cc3)on2)c(C(=O)OCC)c1C | 4 | 0% | 15% | 6% | · | 1% | · | · | -23%
CCc1cccc(-n2c(=O)c3cccnc3n2CC(=O)Nc2c(C)cc(C)cc2C)c1 | 6 | -5% | 11% | 22% | · | · | · | · | i
Cc1ccc(/C(N)=N/OC(=O)c2ccc(Cl)cc2Cl)cc1 | 4 | 1% | 19% | -88%[inhibitor] | -1 | 6% | -51%[inhibitor] | -2% | -39%[inhibitor]
CCN(C(=O)COC(=O)CSc1ccc(F)cc1)c1c(N)n(Cc2ccccc2)c(=O)[nH]c1=O | -7 | 2% | 14% | -23% | -1 | ? | ? | -3% | -21%
CC(C)(C)SC(C(=O)N1CCOCC1)c1ccc(Br)cc1 (stereo unspecified) | -2 | -3% | ? | 10% | 17 | -13% | -1% | 5% | i
COc1cc(CNC(=O)Nc2nc(C(N)c3ccccc3)cs2)cc(OC)c1OC (stereo unspecified) | 3 | 8% | 6% | 15% | 12 | ? | -5% | 5% | -9%
Fc1ccc(C2NCCn3cccc32)cc1 (stereo unspecified) | 0 | -17% | -24% | -6% | 0 | 7% | 4% | -5% | -18%[57.5 µM]
CCCCNc1cnn(-c2ccccc2)c(=O)c1Cl | 2 | 0% | 24% | 0% | ? | -23% | 13% | 6% | i
NC(=O)CCN1CCCCC1 | 0 | -7% | 12% | -2% | 3 | 8% | 1% | 5% | 8%
O=C(Cn1cnc2cc(Cl)ccc2c1=O)Nc1ccc2c(c1)OCO2 | -11 | -23% | -11% | -8% | -17 | 0% | 13% | -23% | i
O=C(N=c1nc2ccccn2s1)c1ccccc1 | -3 | 0% | ? | -11% | 38 | ? | -20% | -16% | -26%
Cn1c(=O)c(Sc2ccc(Cl)cc2)c(O)c2ccccc21 | -5 | 18% | 1% | ? | 16 | 16% | 1% | 3% | i
COc1ccc(-c2c(C)oc3c(CN4CCN(CCO)CC4)c(O)ccc3c2=O)cc1OC | 0 | 13% | 4% | -12% | 5 | -2% | 0% | -1% | i
O=S(=O)(N=S(N1CCCCC1)N1CCCCC1)c1ccccc1 | 3 | -3% | -5% | 21% | 17 | 2% | 1% | -1% | i
O=C(COC(=O)c1ccc(F)cc1F)NCc1ccc2c(c1)OCO2 | -14 | 8% | 11% | 12% | -22 | -7% | -7% | 5% | -18%
CC(C)C[C@H]1CN(CCCC[C@H]2CNC(=O)C(=O)N2Cc2ccccc2)C(=O)C(=O)N1CC1CCCCC1 | 6 | -3% | 0% | 20% | 16 | ? | -4% | 12% | -29%
Cc1ccc2[nH]c(CNC(=O)c3ccc(F)cc3)cc2c1 | 1 | 1% | ? | 7% | 0 | -5% | 3% | 6% | -32%
CCOC(=O)C1CCN(C(=O)c2ccc3c(=O)n4nc(Nc5ccccc5)sc4nc3c2)CC1 | -2&-3 | 23%&6% | 3%&6% | 8%&4% | -18 | -1% | -6% | -3% | 22%&-4%
CCOc1ccc(/C=N/n2cnnc2)cc1 | -1 | 0% | 2% | -3% | 13 | ? | 7% | -5% | -17%
C=CCC1NS(=O)(=O)OC2CCCCC12 (stereo unspecified) | 7 | -4% | 2% | 21% | 5 | ? | 0% | 9% | 0%
COc1cccc(CCN2CCC(CNS(=O)(=O)c3cc(-c4cc(C)no4)ccc3OC)CC2)c1 | -4 | ? | ? | -6% | -13 | -2% | -3% | 5% | -31%[inhibitor]
COc1ccc(Cl)cc1NC(=O)NC(C)C(C)(C)C (stereo unspecified) | -7 | 1% | ? | -2% | 2 | -12% | 0% | 4% | -13%
C=C[C@@H]1c2ccccc2N(S(=O)(=O)c2ccc(C)cc2)[C@H](c2ccc(C(F)(F)F)cc2)C1(C#N)C#N | 7 | -17% | ? | 9% | 11 | -8%&-5% | -5% | -5% | -14%
CCN=C1SC(CC(=O)Nc2ccc3c(c2)OCO3)C(=O)N1CC (stereo unspecified) | -16 | 8% | 3% | 6% | -5 | 0% | -2% | 6% | i
New compounds follow:
SMILES | D3 ag | HEK293 tox | GLP-1R inv ag | TDP-43 yeast inh | D3 antag | KB-V1 MDR tox | aSyn yeast inh | GLP1R ag | PTHR1 agonist
COc1ccc(S(=O)(=O)NCc2cccnc2)cc1C(=O)Nc1ccccc1 | 6 | 1% | 17% | 15% | -4 | 1% | -4% | -6% | i
CC(=O)N1CCc2cc(S(=O)(=O)CCC(=O)NCc3ccco3)ccc21 | 4 | -2% | 5% | 20% | 10 | -5% | -3% | -7% | i
COC(=O)c1ccccc1NC(=O)Cn1c(=O)cc(-c2ccccc2)c2c(C)nn(C)c21 | 7 | -11% | 3% | 19% | · | -1% | · | · | -5%
CC(C)C(=O)NNC(=O)c1cc2sccc2s1 | -5 | 2% | -13% | -1% | -5 | 7% | -8% | -5% | -5%
CCCN(CC1CC1)C(=S)NC(=O)c1ccccc1C | 2 | -25% | ? | 2% | 21 | 21% | 4% | 20% | -25%
N#Cc1cccc(NC(=O)CCNS(=O)(=O)c2ccc3[nH]c(=O)oc3c2)c1 | 2 | 1% | 7% | -16% | 1 | -19% | -6% | -5% | ?
COc1ccc(OC)c(-c2csc(NC(=O)C3COc4ccccc4O3)n2)c1 (stereo unspecified) | 10 | -14% | 12% | 4% | 36 | 5% | 2% | 19% | 0%
CC(C(=O)Nc1ccccc1-c1ccccc1)N1CCOCC1 (stereo unspecified) | 1 | 5% | 3% | -17% | -10 | ? | -8% | 5% | 0%[57.5 µM]
COCc1ccc(CN2CCCC(CO)(Cc3cccc(Cl)c3)C2)o1 (stereo unspecified) | -11 | -2% | ? | -2% | -4 | ? | ? | 3% | i
Cc1cc(C)c(C)c(OCC(=O)Nc2ccc(S(=O)(=O)Nc3nc(C)cc(C)n3)cc2)c1 | 8 | 5% | -21% | 0% | · | 3% | · | · | -6%
COc1ccc(Cn2c(SCc3ccc(C(=O)NCc4ccccc4F)cc3)nc3cccnc32)cc1 | -4 | -2% | -13% | 15% | · | 10% | · | · | -19%
CC(C)NC(=O)/C(C#N)=C/c1cccc(NC(=O)c2ccccc2Cl)c1 | -6 | 9%[1.53 µM] | ? | ? | -19 | ? | 2% | -17% | -40%
O=C(O)c1ccc(Cl)c(S(=O)(=O)Nc2ccccc2C(=O)Nc2ccc(Cl)cc2)c1 | -13 | -9% | -15% | -11% | -19 | -16% | ? | -2% | -7%
Cc1cc(-n2cccn2)ccc1CN1CCN(CC(C)C)C(CCO)C1 (stereo unspecified) | -16 | 2% | ? | -6% | -24 | 4% | 1% | 3% | 17%
Cc1ccc(NC(=O)C2CCN(S(=O)(=O)c3ccc4c(c3)OCCO4)CC2)c(O)c1 | -1 | -1% | -9% | 12% | 11 | 1% | -3% | 1% | -22%
O=C1NC(c2ccccc2)Oc2ccccc21 (stereo unspecified) | 2 | 13% | 13% | ? | 15 | ? | 2% | -4% | -13%
CCc1cc2cc(C)cc(C)c2nc1SCC(=O)NNC(=O)c1ccco1 | 2 | -22% | 22% | ? | 7 | 7% | 3% | 13% | -19%

Filtered by structure, the compounds so far with a Cl atom (9)
SMILES | D3 ag | HEK293 tox | GLP-1R inv ag | TDP-43 yeast inh | D3 antag | KB-V1 MDR tox | aSyn yeast inh | GLP1R ag | PTHR1 agonist
Cc1oc2c(CN3CCOCC3)c(O)ccc2c(=O)c1-c1ccc(Cl)cc1 | -1 | -20% | ? | -16% | 7 | 9% | 8% | 8% | -11%
Cc1ccc(/C(N)=N/OC(=O)c2ccc(Cl)cc2Cl)cc1 | 4 | 1% | 19% | -88%[inhibitor] | -1 | 6% | -51%[inhibitor] | -2% | -39%[inhibitor]
CCCCNc1cnn(-c2ccccc2)c(=O)c1Cl | 2 | 0% | 24% | 0% | ? | -23% | 13% | 6% | i
O=C(Cn1cnc2cc(Cl)ccc2c1=O)Nc1ccc2c(c1)OCO2 | -11 | -23% | -11% | -8% | -17 | 0% | 13% | -23% | i
Cn1c(=O)c(Sc2ccc(Cl)cc2)c(O)c2ccccc21 | -5 | 18% | 1% | ? | 16 | 16% | 1% | 3% | i
COc1ccc(Cl)cc1NC(=O)NC(C)C(C)(C)C (stereo unspecified) | -7 | 1% | ? | -2% | 2 | -12% | 0% | 4% | -13%
COCc1ccc(CN2CCCC(CO)(Cc3cccc(Cl)c3)C2)o1 (stereo unspecified) | -11 | -2% | ? | -2% | -4 | ? | ? | 3% | i
CC(C)NC(=O)/C(C#N)=C/c1cccc(NC(=O)c2ccccc2Cl)c1 | -6 | 9%[1.53 µM] | ? | ? | -19 | ? | 2% | -17% | -40%
O=C(O)c1ccc(Cl)c(S(=O)(=O)Nc2ccccc2C(=O)Nc2ccc(Cl)cc2)c1 | -13 | -9% | -15% | -11% | -19 | -16% | ? | -2% | -7%

These rows are one share of the data. The share of hits here may be higher or lower than overall.
